Arr AP2 block: blocks beta-arrestin peptide binding to AP2 adaptin; FITC-arrestin peptide / GST-AP2 beads, flow cytometry; AP2 beta2 appendage carries R879A mutation; inhibition, % at 10 µM; actives 0.31% (n = 340,000); AID 504490;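 active = inhibition above a set limit, near 3 SD of compounds lacking own fluorescence, cut at about 54% in these data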;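 also: plate controls were DMSO wells for no effect and 5 µM unlabelled arrestin peptide for full effect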
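Material – AP2 appendage R879A on GSH beads · Buffer or medium – PBS with 0.05% Tween 20 and 0.1% BSA · Probe or stimulus – fluorescein-tagged arrestin peptide at 50 nM final · Incubation – compound with beads 12 min RT, then probe 1 h RT · Detection – high-throughput flow cytometry of beads, ex 488, em 535 nm · Evaluation – percent response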
SR-BI DiI inh: blocks mouse SR-BI lipid uptake from DiI-HDL | Q61009 | inhibition, % at 12.5 µM | ldlA[mSR-BI] CHO cells, DiI-HDL uptake fluorescence, 3 h | actives 0.96% (n = 320,000);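 active = mean replicate inhibition of at least 70% and a set share of replicates each scoring 70 or more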;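 also: 0% = median of neutral control wells and 100% = median of positive control wells; values of inactives mirror those of a sister screen read the other way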
PKA-R2B activ: PKA-R2B complex activation. actives 0.079% (n = 340,000). activation, % at 11.4 µM. PKA-R2B holoenzyme dissociation, Cy5-IP20 fluorescence polarization; R2B truncated from residue 108, S112A mutant; 0% DMSO only, 100% 113 µM cGMP. AID 504700. P22694+P31323;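 active = activation above a cutoff set at the mean over all compounds plus 3 SD, cut at about 18% in these data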;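 also: higher means more holoenzyme dissociation and a rise in polarization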
SR-BI DiI-HDL act: activators of SR-BI mediated HDL lipid uptake; CHO ldlA[mSR-BI] cells, DiI-HDL uptake fluorescence, 3 h; 100 = double the neutral-control signal; activation, % at 12.5 µM; actives 0.096% (n = 320,000); AID 504775;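 active = mean replicate activation of at least 60% and every replicate at or above 60%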;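 also: 0% = median plate neutral-control signal and 100% = twice that signal; values of inactives mirror those of a sister screen read the other way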
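material = CHO ldlA[mSR-BI] cells | medium = Ham's F12 with 0.5% BSA, HEPES 25 mM, pH 7.4 | reagent = fluorescent DiI-HDL, 10 µg/mL final | compound dosing = single-point compound dose | incubation = 3 h, 37 °C | measured by = bottom-read fluorescence, 550/595 nm | measure = HDL uptake via cellular fluorescence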
C-LANA FP: blocks KSHV LANA C-terminal domain binding to DNA. MBP-C-LANA/FAM-LBS DNA binding, fluorescence polarization. inhibition, % at 9 µM. actives 0.078% (n = 340,000). AID 504423;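 active = highest replicate inhibition at or above 60% at 9 µM, even if other replicates fall short; inactive = all replicates below 60% inhibition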;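 also: 0% = neutral control wells and 100% = 4 µM acridine orange control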
NSD2 HMT inh: inhibitors of human histone methyltransferase NSD2. actives 0.54% (n = 310,000). NSD2 peptide methylation, AlphaScreen, 120 min. inhibition, % at 12.5 µM. O96028; in the data active = inhibition above about 50%
Target sequence (O96028 whole entry, looked up): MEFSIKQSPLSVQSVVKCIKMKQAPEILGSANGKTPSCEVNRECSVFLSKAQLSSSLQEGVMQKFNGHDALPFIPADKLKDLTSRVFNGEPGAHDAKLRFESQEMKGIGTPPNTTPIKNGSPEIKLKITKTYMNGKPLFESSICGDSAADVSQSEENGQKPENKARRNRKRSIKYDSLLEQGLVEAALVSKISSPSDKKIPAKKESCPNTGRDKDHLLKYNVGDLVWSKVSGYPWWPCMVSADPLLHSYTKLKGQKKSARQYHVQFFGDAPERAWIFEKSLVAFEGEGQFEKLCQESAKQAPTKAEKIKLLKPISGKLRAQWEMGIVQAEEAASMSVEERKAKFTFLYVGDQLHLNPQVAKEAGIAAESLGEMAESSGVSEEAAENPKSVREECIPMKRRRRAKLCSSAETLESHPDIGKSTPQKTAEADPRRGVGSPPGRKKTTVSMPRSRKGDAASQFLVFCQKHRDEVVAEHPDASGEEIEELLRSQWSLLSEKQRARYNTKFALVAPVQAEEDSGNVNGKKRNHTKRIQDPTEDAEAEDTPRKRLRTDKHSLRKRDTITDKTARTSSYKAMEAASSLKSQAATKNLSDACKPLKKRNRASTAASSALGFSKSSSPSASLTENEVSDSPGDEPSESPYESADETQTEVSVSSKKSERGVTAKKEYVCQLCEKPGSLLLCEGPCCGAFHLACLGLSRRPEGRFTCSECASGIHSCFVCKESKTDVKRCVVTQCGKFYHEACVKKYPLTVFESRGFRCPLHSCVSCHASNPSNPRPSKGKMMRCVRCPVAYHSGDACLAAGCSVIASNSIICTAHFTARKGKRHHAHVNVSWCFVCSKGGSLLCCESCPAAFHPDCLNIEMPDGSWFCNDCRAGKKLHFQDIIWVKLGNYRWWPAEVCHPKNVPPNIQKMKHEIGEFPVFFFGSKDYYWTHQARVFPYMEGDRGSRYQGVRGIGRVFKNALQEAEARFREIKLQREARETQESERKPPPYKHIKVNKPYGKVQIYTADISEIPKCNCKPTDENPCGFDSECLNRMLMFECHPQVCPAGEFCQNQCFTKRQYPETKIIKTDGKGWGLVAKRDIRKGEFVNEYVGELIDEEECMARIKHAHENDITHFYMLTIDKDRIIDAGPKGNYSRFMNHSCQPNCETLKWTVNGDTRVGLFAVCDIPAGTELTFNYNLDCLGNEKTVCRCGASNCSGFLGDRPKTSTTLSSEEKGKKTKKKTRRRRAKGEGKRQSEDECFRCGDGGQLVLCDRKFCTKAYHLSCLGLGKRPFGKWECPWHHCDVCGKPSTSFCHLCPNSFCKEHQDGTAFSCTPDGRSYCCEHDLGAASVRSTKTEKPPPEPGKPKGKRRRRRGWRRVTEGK
Keap1-Nrf2 PPI: inhibitors of human Keap1-Nrf2 protein-protein interaction. Q14145. Keap1 Kelch-Nrf2 peptide fluorescence polarization, 1536-well. inhibition, % at 9.4 µM. actives 0.15% (n = 340,000); in the data active = inhibition above about 12%;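 also: human Keap1 Kelch domain with fluorescein labeled Nrf2 9mer peptide probe; 0% = neutral control wells and 100% = peptide positive control; higher means more block of Keap1 binding to Nrf2 peptide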
Cardiac RTF inh: cardiac RTF calcium desensitization. P19429+P45379. IANBD-labeled cardiac RTF, Ca2+ fluorescence. inhibition, % at 7.15 µM. actives 0.12% (n = 340,000). AID 493244;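 active = inhibition above the mean inhibition of all tested compounds plus 3 SD, cut at about 17% in these data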;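 also: assay run at fixed EC70 calcium of 1.6 mM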
DAGLB inh: blocks human DAGLB lipase activity. inhibition, % at 5.17 µM. HEK293T DAGLB membrane lysate, EnzChek fluorogenic substrate. actives 0.059% (n = 340,000); in the data active = inhibition above about 34%;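 also: 0% = enzyme with vehicle and 100% = wells lacking enzyme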
PvdQ acylase: P. aeruginosa PvdQ acylase inhibition; purified PvdQ acylase, fluorescence plate reader; inhibition, % at 10 µM; actives 0.063% (n = 340,000); AID 488965; in the data active = inhibition above about 30%, passing the limit was not always enough;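 also: 0% = vehicle neutral wells and 100% = reference inhibitor wells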
Numbers without * were called inactive; / = not tested or not shown. Compounds as they come (roughly 2.1% active in at least one column).

Sample of the layout:
SMILES	Arr AP2 block	SR-BI DiI inh	PKA-R2B activ	SR-BI DiI-HDL act	C-LANA FP	NSD2 HMT inh	Keap1-Nrf2 PPI	Cardiac RTF inh	DAGLB inh	PvdQ acylase
COc1cccc(NC(=O)c2oc3ccccc3c2NC(=O)C(C)(C)C)c1	9	46	-3	-46	1.8	-2	-3	-8	-14	-9
CCOCCCn1c(SCc2nc3sc(C(=O)O)c(C)c3c(=O)[nH]2)nnc1-c1ccc(Cl)cc1	-8	-9	-1	9	3.2	-1	-2	-9	1	-12
Cc1ccc(Sc2ncccc2C(=O)NCC(c2ccc(F)cc2)N2CCOCC2)c(C)c1 (configuration not stated)	-7	4	-5	-4	/	4	/	-8	-3	8
CN(C)c1ccc(S(=O)(=O)N2CCCCC2)cc1NC(=O)CCNC(=O)c1ccco1	-2	-6	-4	6	1.8	1	-6	3	1	-11
CCOc1ccccc1NC(=O)CSc1nnc2c(CC)c(C)nc(N)n12	12	-21	-2	21	0.0	-2	-3	-8	0	-9
Cc1nc2nc(SCc3ccccc3)[nH]n2c(=O)c1C	3	/	1	/	3.9	-1	-5	-7	1	-15
CN(Cc1ccccc1)C(=O)CN(C1CCCCC1)S(C)(=O)=O	-3	11	-12	-11	1.0	-2	4	-4	-3	-8
CCCCNC(=O)C(CC)(ONc1ccccc1C(F)(F)F)c1ccccc1OC (configuration not stated)	-2	9	-4	-9	-0.7	/	-7	-51	0	-9
Cc1ccc(Cn2ncc(Cl)c(Cl)c2=O)cc1	-8	-17	-10	17	0.8	-1	-5	-12	0	-4
ONC(=Nc1ccccc1)C(=Nc1ccccc1)NO	0	-23	-4	23	0.9	0	0	6	1	-11
COc1ccc(C(=O)Nc2ccccc2-c2nnn(CC(=O)N3CCOCC3)n2)cc1	8	-25	-3	25	-0.2	-2	0	-3	-1	4
CC(=O)CC[N+](C)(C)C	23	9	-2	-9	0.8	-1	3	-4	-2	-3
CS(=O)(=O)/C(C#N)=C/c1cccn1S(=O)(=O)c1ccccc1	1	-5	1	5	27	-1	3	2	3	5

All compounds of this part, previewed entries included:
SMILES	Arr AP2 block	SR-BI DiI inh	PKA-R2B activ	SR-BI DiI-HDL act	C-LANA FP	NSD2 HMT inh	Keap1-Nrf2 PPI	Cardiac RTF inh	DAGLB inh	PvdQ acylase
COc1cccc(NC(=O)c2oc3ccccc3c2NC(=O)C(C)(C)C)c1	9	46	-3	-46	1.8	-2	-3	-8	-14	-9
CCOCCCn1c(SCc2nc3sc(C(=O)O)c(C)c3c(=O)[nH]2)nnc1-c1ccc(Cl)cc1	-8	-9	-1	9	3.2	-1	-2	-9	1	-12
Cc1ccc(Sc2ncccc2C(=O)NCC(c2ccc(F)cc2)N2CCOCC2)c(C)c1 (configuration not stated)	-7	4	-5	-4	/	4	/	-8	-3	8
CN(C)c1ccc(S(=O)(=O)N2CCCCC2)cc1NC(=O)CCNC(=O)c1ccco1	-2	-6	-4	6	1.8	1	-6	3	1	-11
CCOc1ccccc1NC(=O)CSc1nnc2c(CC)c(C)nc(N)n12	12	-21	-2	21	0.0	-2	-3	-8	0	-9
Cc1nc2nc(SCc3ccccc3)[nH]n2c(=O)c1C	3	/	1	/	3.9	-1	-5	-7	1	-15
CN(Cc1ccccc1)C(=O)CN(C1CCCCC1)S(C)(=O)=O	-3	11	-12	-11	1.0	-2	4	-4	-3	-8
CCCCNC(=O)C(CC)(ONc1ccccc1C(F)(F)F)c1ccccc1OC (configuration not stated)	-2	9	-4	-9	-0.7	/	-7	-51	0	-9
Cc1ccc(Cn2ncc(Cl)c(Cl)c2=O)cc1	-8	-17	-10	17	0.8	-1	-5	-12	0	-4
ONC(=Nc1ccccc1)C(=Nc1ccccc1)NO	0	-23	-4	23	0.9	0	0	6	1	-11
COc1ccc(C(=O)Nc2ccccc2-c2nnn(CC(=O)N3CCOCC3)n2)cc1	8	-25	-3	25	-0.2	-2	0	-3	-1	4
CC(=O)CC[N+](C)(C)C	23	9	-2	-9	0.8	-1	3	-4	-2	-3
CS(=O)(=O)/C(C#N)=C/c1cccn1S(=O)(=O)c1ccccc1	1	-5	1	5	27	-1	3	2	3	5
COc1cccc(C(=O)N2CCN(c3ncccn3)CC2)c1	-3	-7	4	7	-3.0	-1	-4	-10	1	-8
Cc1cccc(N2CCN(S(=O)(=O)c3ccc(S(=O)(=O)N4CCCC4)cc3)CC2)c1C	-2	-11	-8	11	1.1	0	-1	-6	-1	-8
CC(C)(C)c1nnc(NC(=O)c2ccc3c(c2)OCO3)s1	19	-18	0	18	0.8	4	-3	5	0	4
Cc1ccc(NC(=O)C(c2ccccc2)N2CCN(C(=O)c3ccco3)CC2)cc1Cl (configuration not stated)	7	4	-15	-4	-1.1	2	-11	-3	-1	-2
Cc1ccc(NC(=S)N2CCC(C(=O)c3ccc(F)cc3)CC2)cc1C	3	-16	2	16	-1.5	1	-1	-3	-6	-4
COC(=O)Cn1cc(C(=O)C(C)(C)C)c2ccccc21	-8	9	3	-9	-0.2	0	-2	-1	0	-13
COc1ccc(S(=O)(=O)NCc2cc(=O)n(C)c(=O)n2C)cc1C	-1	14	-3	-14	-0.8	-2	-1	-8	-3	-8
O=C(CSc1nc2c(c(=O)[nH]1)CCC2)Nc1cccc(F)c1	3	-1	0	1	-0.6	-2	-8	0	-2	-13
Cc1ccc(Oc2ncc(CN3CCOCC3)s2)cc1	-11	-6	-13	6	0.1	1	2	-6	-1	-10
CCC(CO)n1cnnc1-c1ccncc1 (configuration not stated)	25	-19	7	19	2.2	-4	-5	0	-1	5
COc1ccc(-c2n[nH]c3c2CN(C(=O)c2ccccc2)CC3)cc1	-4	24	-7	-24	0.8	2	-8	-9	-1	-11
Cc1ccc2c(c1)N(CC(=O)Nc1ncccc1C)C(=O)C(C(C)C)O2 (configuration not stated)	-19	-23	-9	23	1.1	-1	1	-2	0	-14
COc1ccc(NC(=O)Cn2c(C)cc(=O)c3cccc(OC)c32)cc1	31	-23	13	23	-2.6	-5	-3	9	-1	-2
O=[N+]([O-])c1ccc(S(=O)(=O)CC(CN2CCOCC2)N2CCOCC2)cc1 (configuration not stated)	19	-10	-8	10	0.1	-3	-5	2	0	1
CCCCOc1ccc(/C(O)=C2/C(=O)C(=O)N(CCN(C)C)C2c2ccc(O)c(OC)c2)cc1 (configuration not stated)	8	-15	-4	15	1.0	0	-2	-5	-3	-6
O=C(CN(Cc1cccs1)S(=O)(=O)c1ccc(S(=O)(=O)N2CCCCC2)cc1)Nc1ccccc1	102*	-27	-8	27	-0.4	-2	-5	-5	0	-7
COc1cc(C)ccc1OCc1cc(C(=O)N2CCN(C3CCCCC3)CC2)no1	15	20	1	-20	1.2	11	-5	2	0	10
O=C(COC(=O)C1CC(O)CN1C(=O)Oc1ccccc1)c1ccc(Br)cc1 (configuration not stated)	14	-13	-15	13	0.5	-1	2	-2	-1	7
COc1cccc(OCC(=O)NNC(=O)c2cccs2)c1	-3	-31	-9	31	0.0	-1	0	-4	1	-15
COc1ccccc1NC(=O)CC1CCCC1	12	/	5	/	-0.6	0	-6	6	-3	-11
CC(=O)Nc1ccc(NC(=O)C2c3ccccc3Oc3ccccc32)cc1	10	-21	1	21	0.7	2	1	8	0	-7
CC1(C)NC(=O)N(CC(=O)N2CCN(S(=O)(=O)c3cc(Cl)ccc3Cl)CC2)C1=O	29	-10	1	10	-1.8	-3	3	-3	1	6
Cc1cc2ncn(CC(C)C)c2cc1C	4	1	-3	-1	0.4	0	-6	-2	-2	-17
COC(=O)C1(CCSC)NC(c2ccc(O)cc2)C2C(=O)N(c3ccc4c(c3)OCCO4)C(=O)C21 (configuration not stated)	28	-31	9	31	2.1	0	2	-6	0	-9
CC(=O)c1ccc(Oc2ncnc3sccc23)cc1	5	-24	5	24	-3.3	-1	-9	-5	-1	-4
CC1(C)CC(=O)C(C=NCCN2CCN(C(=O)CCl)CC2)=C(O)C1	3	/	-5	/	-0.6	-3	-2	-3	-1	-9
Cc1cccn2c(=O)c(C=O)c(N3CCSCC3)nc12	11	-13	-2	13	-0.3	-4	-4	5	1	17
O=C(NC1CCCC1)C1CCN(C(=O)c2ccc(Cl)cc2Cl)CC1	-6	/	-5	/	-2.1	-3	-2	6	0	-16
CCOc1cc(S(=O)(=O)NCc2cccs2)ccc1Cl	-9	15	6	-15	-3.2	1	-1	-7	-3	-15
O=C(NN=c1c(=O)c2ccccc2c1=O)c1ccccc1	-7	-36	-7	36	0.4	2	-5	-3	-2	-7
CCc1nnc(NC(=O)c2cc(Cl)ccn2)s1	-5	-20	-3	20	0.9	6	1	-7	0	-4
CCCCNCCCOc1cc(Cl)ccc1Cl	-6	-11	1	11	1.0	7	-4	-8	-4	-18
O=C(Nc1cnn(Cc2ccc(F)cc2)c1)c1cnccn1	7	-9	10	9	1.1	4	2	-3	2	-11
O=C(Nc1ccccc1Cl)NC1(C(=O)N2CCOCC2)CCCCC1	15	10	5	-10	-3.5	2	0	-3	-1	-2
CC(=O)c1ccc(S(=O)(=O)Nc2cccc(-c3ccc4nncn4n3)c2)cc1	4	-12	6	12	2.1	2	1	0	0	-6
CN1CCCN(C(=O)c2cccc(Br)c2)CC1	3	-11	-6	11	-1.2	4	-6	-7	2	-3
CCOC(=O)c1c(S(=O)(=O)N2CCN(c3ccc(C(C)=O)cc3)CC2)c(C)n(C)c1C	-14	63	6	-63	0.0	4	2	-3	0	-8
CCCSc1ccc([C@@H]2[C@H]3C(=O)N(CC)C(=O)[C@H]3[C@]3(C(=O)OC)CCCCN23)cc1	3	52	4	-52	-5.3	/	-20	-1	-11	-7
O=C(c1c(Cl)cccc1Cl)N1CCN(c2ccccn2)CC1	2	-6	0	6	0.0	2	-5	7	2	3
COc1ccccc1C(=O)NCCC(=O)N(C)Cc1cccnc1	-12	-2	-5	2	-1.0	0	8	-1	0	-11
COc1ccc(NS(=O)(=O)c2ccc(N3CCOCC3)c(NC(=O)c3ccc(F)cc3)c2)cc1	1	25	-4	-25	1.2	-3	-4	0	3	-13
Cc1nnc2sc(SCc3ccccc3Cl)nn2c1=O	-14	-25	15	25	0.8	8	5	5	-1	-11

A different layout for two compounds above:
CCCCNCCCOc1cc(Cl)ccc1Cl
  Arr AP2 block: -6 | SR-BI DiI inh: -11 | PKA-R2B activ: 1 | SR-BI DiI-HDL act: 11 | C-LANA FP: 1.0 | NSD2 HMT inh: 7 | Keap1-Nrf2 PPI: -4 | Cardiac RTF inh: -8 | DAGLB inh: -4 | PvdQ acylase: -18
O=C(Nc1cnn(Cc2ccc(F)cc2)c1)c1cnccn1
  Arr AP2 block: 7 | SR-BI DiI inh: -9 | PKA-R2B activ: 10 | SR-BI DiI-HDL act: 9 | C-LANA FP: 1.1 | NSD2 HMT inh: 4 | Keap1-Nrf2 PPI: 2 | Cardiac RTF inh: -3 | DAGLB inh: 2 | PvdQ acylase: -11

Assay outcomes as filed in PubChem.
